uPA surface inh: blocks generation of uPA at the cell surface. AID 540303. 330,000 tested, 0.31% active. Potency, µM (doses to about 38.3 µM), inactives show at the highest dose activity change, negative = inhibition, actives largely listed as inhibitors. cell surface uPA generation assay, qHTS; active = well fitted inhibition curve with a large enough effect; inconclusive = small, poorly fitted or top-dose-only effect; inactive = no such curve, though single readings can be large or run the other way; tested in mouse RAW 264.7 cells; note: % is set by controls: 0 for no effect and ±100 for the full control effect; nearly all actives have a fitted effect of over 55% in size
BRCA1 expr up: increases BRCA1 expression; MCF7-BRCA1-FFLuc reporter, luminescence, 48 h; response scale: scaled: vehicle 0%, 10 µM genistein 100%; Potency, µM (doses to about 46.1 µM), inactives show at the highest dose activation, actives largely listed as activators; 380,000 tested, 1.1% active; AID 624202; note: nearly all actives have a fitted effect of over 80% in size; some results filed as inactive show a strong effect at the top dose
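48 h compound treatment of MCF7-BRCA1-FFLuc cells (phenol-red free MEM, 37 °C), then 15 min with luciferase substrate and luminescence imaging.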
Gal4-VP16 FLuc: counter-screen for ROR gamma inhibitors: Gal4-VP16 reporter; Drosophila S2 Gal4-VP16 UAS-luciferase, luminescence, 20 h; 310,000 tested, 3.5% active; Potency, µM (highest dose often 53.6 µM), for the others: at the highest dose activity, negative = inhibition, most hits filed as inhibitors; AID 2546;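 note: Gal4-VP16 expression switched on by copper sulfate through the metallothionein promoter; % is set by controls: 0 for no effect and ±100 for the full control effect; nearly all actives have a fitted effect of over 50% in size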
MBNL1 CUG block: blocks human MBNL1 binding to CUG repeat RNA; Q9NR56; TR-FRET MBNL1-His/biotin-(CUG)12 binding, 665/545 ratio; Potency, µM (series often up to 57.5 µM), without a hit: at the highest dose activity change, negative = inhibition, usual class: inhibitors; 280,000 tested, 0.036% active; AID 2675; active = well fitted inhibition curve with a large enough effect in the signal ratio, with a control signal flat, not every such curve was filed as active; inconclusive = small, poorly fitted or top-dose-only effect, or effect the other way, or a change in a side signal; inactive = no such curve, though single readings can be large or run the other way; the % refers to the signal ratio; note: % is set by controls: 0 for no effect and ±100 for the full control effect
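Inhibition of protein-RNA binding appears as loss of TR-FRET between terbium anti-His antibody on MBNL1-His and streptavidin-XL665 on biotin-(CUG)12. Activity is normalized to buffer-only and uninhibited-complex controls.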
CXXC DNA block: MLL CXXC-DNA interaction inhibition; AID 2662; 290,000 tested, 0.037% active; Q03164; Potency, µM (highest dose often 115 µM), inactives show at the top dose activity change, negative = inhibition, actives largely listed as inhibitors; MLL-CXXC / FITC-HOXA9 DNA fluorescence polarization; active = well fitted inhibition curve with a large enough effect in the polarisation, with a control signal flat, not every such curve was filed as active; inconclusive = small, poorly fitted or top-dose-only effect, or effect the other way, or a change in a side signal; inactive = no such curve, though single readings can be large or run the other way; the % refers to the polarisation
Target sequence (Q03164 whole entry, looked up): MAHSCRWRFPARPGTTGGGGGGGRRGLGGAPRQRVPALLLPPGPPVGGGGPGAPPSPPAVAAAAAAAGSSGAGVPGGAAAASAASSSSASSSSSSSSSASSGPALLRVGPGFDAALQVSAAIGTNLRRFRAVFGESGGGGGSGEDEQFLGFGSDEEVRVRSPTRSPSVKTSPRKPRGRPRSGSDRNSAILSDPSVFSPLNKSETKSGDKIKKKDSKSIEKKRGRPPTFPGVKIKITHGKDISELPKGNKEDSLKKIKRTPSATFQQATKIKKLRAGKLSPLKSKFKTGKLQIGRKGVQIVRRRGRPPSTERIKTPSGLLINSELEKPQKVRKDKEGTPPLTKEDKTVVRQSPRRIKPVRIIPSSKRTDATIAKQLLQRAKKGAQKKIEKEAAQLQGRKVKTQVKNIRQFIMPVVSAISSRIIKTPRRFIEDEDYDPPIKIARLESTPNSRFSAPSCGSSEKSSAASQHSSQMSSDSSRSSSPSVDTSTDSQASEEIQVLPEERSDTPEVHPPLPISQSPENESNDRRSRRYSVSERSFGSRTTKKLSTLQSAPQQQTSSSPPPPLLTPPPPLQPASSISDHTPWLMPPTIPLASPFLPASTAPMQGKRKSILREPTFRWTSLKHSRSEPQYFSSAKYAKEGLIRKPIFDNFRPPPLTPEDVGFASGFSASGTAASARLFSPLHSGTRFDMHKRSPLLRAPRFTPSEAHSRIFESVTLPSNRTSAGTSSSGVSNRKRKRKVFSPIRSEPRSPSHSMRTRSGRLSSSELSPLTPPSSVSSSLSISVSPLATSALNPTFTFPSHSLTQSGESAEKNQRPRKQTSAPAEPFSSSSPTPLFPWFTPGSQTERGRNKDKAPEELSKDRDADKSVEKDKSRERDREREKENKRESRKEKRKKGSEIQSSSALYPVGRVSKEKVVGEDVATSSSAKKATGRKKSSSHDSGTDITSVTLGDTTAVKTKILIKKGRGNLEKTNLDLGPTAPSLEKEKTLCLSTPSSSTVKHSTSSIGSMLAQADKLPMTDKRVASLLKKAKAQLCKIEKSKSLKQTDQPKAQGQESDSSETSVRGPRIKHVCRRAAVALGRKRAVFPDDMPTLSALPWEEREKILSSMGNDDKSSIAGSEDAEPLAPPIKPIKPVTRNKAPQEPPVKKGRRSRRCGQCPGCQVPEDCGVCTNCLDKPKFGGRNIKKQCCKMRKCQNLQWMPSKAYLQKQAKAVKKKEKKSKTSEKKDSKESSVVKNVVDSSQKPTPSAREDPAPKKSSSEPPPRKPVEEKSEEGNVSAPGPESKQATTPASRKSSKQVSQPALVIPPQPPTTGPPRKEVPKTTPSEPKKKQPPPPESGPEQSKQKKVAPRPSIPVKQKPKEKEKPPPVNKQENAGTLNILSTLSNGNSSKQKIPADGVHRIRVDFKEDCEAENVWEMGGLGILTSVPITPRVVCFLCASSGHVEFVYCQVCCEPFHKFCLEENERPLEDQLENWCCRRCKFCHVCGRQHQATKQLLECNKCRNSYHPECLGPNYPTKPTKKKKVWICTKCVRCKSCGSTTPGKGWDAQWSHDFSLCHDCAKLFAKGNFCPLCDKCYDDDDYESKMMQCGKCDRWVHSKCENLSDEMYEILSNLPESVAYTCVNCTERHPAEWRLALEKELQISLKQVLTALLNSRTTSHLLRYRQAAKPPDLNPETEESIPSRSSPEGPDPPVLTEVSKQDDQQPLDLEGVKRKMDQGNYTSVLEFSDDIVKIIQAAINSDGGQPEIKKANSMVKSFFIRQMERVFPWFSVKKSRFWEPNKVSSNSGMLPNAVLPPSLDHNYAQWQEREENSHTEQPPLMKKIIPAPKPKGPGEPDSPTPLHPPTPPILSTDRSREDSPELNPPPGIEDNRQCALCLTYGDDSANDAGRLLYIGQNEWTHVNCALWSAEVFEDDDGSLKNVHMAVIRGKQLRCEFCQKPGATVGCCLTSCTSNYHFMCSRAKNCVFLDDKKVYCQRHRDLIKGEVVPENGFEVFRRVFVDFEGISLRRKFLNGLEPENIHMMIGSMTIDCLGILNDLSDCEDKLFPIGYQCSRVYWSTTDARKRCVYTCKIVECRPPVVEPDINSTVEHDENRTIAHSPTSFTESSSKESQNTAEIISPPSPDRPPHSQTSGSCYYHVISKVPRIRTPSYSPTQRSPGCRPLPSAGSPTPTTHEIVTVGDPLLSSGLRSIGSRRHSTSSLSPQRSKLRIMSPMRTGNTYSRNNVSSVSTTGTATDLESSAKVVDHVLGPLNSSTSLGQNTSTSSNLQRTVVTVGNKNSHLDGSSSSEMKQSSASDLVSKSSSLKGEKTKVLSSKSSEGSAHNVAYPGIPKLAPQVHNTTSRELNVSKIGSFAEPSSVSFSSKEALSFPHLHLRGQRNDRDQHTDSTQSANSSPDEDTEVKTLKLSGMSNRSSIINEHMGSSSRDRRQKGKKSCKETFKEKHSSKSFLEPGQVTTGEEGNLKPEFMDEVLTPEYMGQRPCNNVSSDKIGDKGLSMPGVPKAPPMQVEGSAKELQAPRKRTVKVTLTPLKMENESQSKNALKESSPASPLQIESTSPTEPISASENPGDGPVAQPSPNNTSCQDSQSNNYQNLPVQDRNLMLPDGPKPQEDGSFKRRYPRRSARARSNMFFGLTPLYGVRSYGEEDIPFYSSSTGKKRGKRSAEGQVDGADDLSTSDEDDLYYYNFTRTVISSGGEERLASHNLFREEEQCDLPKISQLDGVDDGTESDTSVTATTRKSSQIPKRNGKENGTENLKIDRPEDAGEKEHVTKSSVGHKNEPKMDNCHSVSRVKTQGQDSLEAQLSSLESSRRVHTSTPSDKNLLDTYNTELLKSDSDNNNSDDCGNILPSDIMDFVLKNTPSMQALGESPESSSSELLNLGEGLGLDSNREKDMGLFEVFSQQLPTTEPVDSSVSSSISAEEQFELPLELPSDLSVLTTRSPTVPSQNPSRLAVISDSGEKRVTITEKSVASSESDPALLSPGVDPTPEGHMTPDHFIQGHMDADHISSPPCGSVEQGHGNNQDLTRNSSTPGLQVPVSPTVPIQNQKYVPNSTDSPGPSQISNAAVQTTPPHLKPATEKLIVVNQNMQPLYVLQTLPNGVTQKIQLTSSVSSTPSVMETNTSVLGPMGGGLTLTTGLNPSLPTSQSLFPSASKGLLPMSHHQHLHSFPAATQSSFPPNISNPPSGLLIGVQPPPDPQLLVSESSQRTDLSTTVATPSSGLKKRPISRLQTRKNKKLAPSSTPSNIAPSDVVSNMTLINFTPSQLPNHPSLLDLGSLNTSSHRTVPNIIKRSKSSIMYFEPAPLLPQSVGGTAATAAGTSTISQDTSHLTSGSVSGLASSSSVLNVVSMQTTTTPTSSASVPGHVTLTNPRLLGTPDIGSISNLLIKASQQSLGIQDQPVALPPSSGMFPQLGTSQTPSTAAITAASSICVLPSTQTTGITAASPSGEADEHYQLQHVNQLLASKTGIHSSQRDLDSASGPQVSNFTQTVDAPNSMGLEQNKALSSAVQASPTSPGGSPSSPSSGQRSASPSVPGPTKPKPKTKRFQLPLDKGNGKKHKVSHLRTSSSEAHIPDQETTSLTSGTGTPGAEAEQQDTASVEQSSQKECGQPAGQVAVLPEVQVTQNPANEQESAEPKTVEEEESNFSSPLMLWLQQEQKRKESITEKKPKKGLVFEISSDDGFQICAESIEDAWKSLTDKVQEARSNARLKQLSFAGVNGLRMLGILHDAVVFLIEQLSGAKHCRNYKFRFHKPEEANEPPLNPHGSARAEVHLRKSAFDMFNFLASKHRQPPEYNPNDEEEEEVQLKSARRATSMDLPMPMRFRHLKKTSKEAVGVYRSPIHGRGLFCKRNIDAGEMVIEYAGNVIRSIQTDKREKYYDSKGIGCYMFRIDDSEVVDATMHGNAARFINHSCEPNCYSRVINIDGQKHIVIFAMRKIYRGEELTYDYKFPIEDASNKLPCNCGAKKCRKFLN
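Purified MLL-CXXC (added from a 7 uM solution) was preincubated 5 min at ambient with pinned compounds in 50 mM Tris-HCl pH 7.5, 50 mM NaCl, 1 mM DTT, 0.05% BSA. Fluorescein-labeled HOX-A9 DNA (50 nM solution) followed, 30 min, then polarization read.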
NPC1 prom act: NPC1 promoter activation | Huh7 NPC1 promoter luciferase reporter, 24 h | 320,000 tested, 2.4% active | Potency, µM (top dose mostly 9.22 µM), for the others: at the highest dose activation, most hits filed as activators;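 note: % of control where 0% means no effect; nearly all actives have a fitted effect of over 60% in size; reporter is driven by a mutant NPC1 promoter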
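Readout is luciferase luminescence, reflecting NPC1 promoter activation in stably transfected Huh7 cells after 24 h compound exposure at 37 °C in reduced-serum medium with 10% FBS.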
ELG1 genotoxic: genotoxicity induction in ELG1-luciferase HEK293T cells. Potency, µM (series often up to 46 µM), for inactives: at the highest dose activity change, positive = activation, most hits filed as activators. HEK293T ELG1-luciferase reporter, luminescence, 16 h. 330,000 tested, 1.3% active; note: % of control where 0% means no effect; nearly all actives have a fitted effect of over 60% in size
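ELG1-luciferase HEK293T cells, 2,000/well; compound pinned in; 16 hr, 37 °C, 5% CO2; ONE-Glo, 30 min RT; luminescence on CCD imager.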
Rab9 prom act: activates the Rab9 promoter; Huh7 Rab9 promoter-luciferase reporter, luminescence, 24 h; AID 485297; 320,000 tested, 2.8% active; Potency, µM (titrated, usually from 9.22 µM), without a hit: at the top dose activation, negative = inhibition, hits mostly activators; note: % of control where 0% means no effect; nearly all actives have a fitted effect of over 60% in size
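Luminescence read-out: Huh7 cells stably expressing Rab9-luciferase, treated 24 h with compound at 37 °C, then lysed with luciferase reagent for 10 min at ambient before reading.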
FLuc counter: inhibits or activates purified firefly luciferase, miR-21 counter-screen. P08659. purified FLuc, Km substrates, luminescence inhibition. Potency, µM (top dose mostly 57.5 µM), inactives show top-dose activity change, negative = inhibition, hits mostly inhibitors. 360,000 tested, 6.9% active. AID 588342;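 note: plate controls were vehicle for no effect and reference inhibitor for full effect; nearly all actives have a fitted effect of over 55% in size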
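Biochemical qHTS of compounds, final roughly 60 µM downward over six points, against 10 nM purified firefly luciferase using Km concentrations of substrates (10 uM D-luciferin, 10 uM ATP) in Tris acetate pH 7.5 buffer; luminescence output.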
p53 reactivation: mutant p53 re-activation in reporter cells; H1299 p53-A138V BP100-luciferase reporter, luminescence, 24 h; Potency, µM (series often up to 92.2 µM), for inactives: top-dose activity change, positive = activation, hits mostly activators; 320,000 tested, 0.063% active; AID 504706; note: % of control where 0% means no effect; nearly all actives have a fitted effect of over 45% in size
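p53-null H1299 cells stably carrying temperature-sensitive p53-A138V and a BP100-luciferase reporter were pinned with compounds (4-point, 1:5 series) and held 24 hrs at 37 deg C. Luminescence was read 10 min after detection reagent.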
RORgamma inh: inhibitors of mouse ROR gamma transcriptional activity; Drosophila S2 Gal4-RORgamma UAS-luciferase reporter, 20 h; P51450; Potency, µM (titrated, usually from 53.6 µM), for the others: top-dose activity change, negative = inhibition, most hits filed as inhibitors; AID 2551; 310,000 tested, 5.4% active; note: % is set by controls: 0 for no effect and ±100 for the full control effect; nearly all actives have a fitted effect of over 60% in size
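Compounds are pin-transferred onto Drosophila Schneider cells expressing a copper-inducible Gal4–ROR gamma transactivation domain fusion. After 1 hr, copper sulfate is added to 700 uM final; luciferase is read 20 hr later.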
* marks the source's active call; other numbers are inactive results; ? = inconclusive; · = no result given; [ ] = another dose, or the depositor's remark. Unless noted, calls come from the whole dose curve; as a rule, active = well fitted curve in the direction sought with a large enough effect; inconclusive = small, poorly fitted or top-dose-only effect, or another doubt; inactive = no such curve, though single readings can be large; an effect the other way counts as inactive or inconclusive. Potency is the fitted concentration of half-maximal effect.

SMILES	uPA surface inh	BRCA1 expr up	Gal4-VP16 FLuc	MBNL1 CUG block	CXXC DNA block	NPC1 prom act	ELG1 genotoxic	Rab9 prom act	FLuc counter	p53 reactivation	RORgamma inh
Cc1ccc(S(=O)(=O)N2CCN(c3ccc([N+](=O)[O-])cn3)CC2)cc1	5%	-8%	2%	6%	13%	-4%	0%	-3%	0%	1%	20%
CN(c1ccccc1C(=O)N1CCc2ccccc2C1)S(C)(=O)=O	·	1%	1%	-5%	5%	-1%	-4%	2%	0%	0%	-5%
COc1ccc(NS(=O)(=O)c2cccc(C(=O)O)c2)cc1	8%	7%	-8%	6%	9%	1%	0%	2%	2%	?	-12%
CCN(CC)C(=O)/C(=C\c1ccncc1)NC(=O)c1ccccc1	-5%	3%	5%	-8%	-2%	-3%	3%	-1%	1%	3%	-7%
CCOC(=O)c1c(C)n(C)c2ccc(OC(C)=O)cc12	-2%	1%	-14%	17%	-14%	-4%	-1%	2%	2%	12%	-4%
CCOC(=O)C1CCN(CC(=O)Nc2ccc(S(=O)(=O)N3CCC(C)CC3)cc2)CC1	-3%	0%	-3%	-1%	-5%	-7%	-6%	-6%	1%	-1%	40%
O=C(OC1CCCCC1=O)c1cccc(S(=O)(=O)N2CCOCC2)c1 (stereo not drawn)	-1%	-2%	·	·	·	10%	-3%	-5%	4%	-3%	·
Cc1ccccc1C#N	19%	1%	10%	·	·	2%	-3%	-5%	14%	-6%	-1%
CCOc1cc(CNCCc2ccc(S(N)(=O)=O)cc2)ccc1OCc1ccccc1	·	-42%	-27%	-5%	?	-4%	-4%	-6%	5%	-7%	-20%
CCOc1ccccc1NC(=O)CN1CCC(C(=O)c2ccc(OC)cc2)CC1	0%	-30%	5%	0%	34%[activator]	-1%	-6%	1%	2%	0%	0%
COc1ccccc1C1CC(c2ccccc2)Nc2ncnn21 (stereo not drawn)	·	-57%	-13%	-3%	-18%	1%	-6%	0%	3%	3%	21%
Cc1nc2cc(NC(=O)Nc3ccc(N4CCOCC4)cc3)ccc2n1C	2%	-5%	4%	-13%	13%	2%	3%	-9%	1%	5%	-15%
C(=N\n1cnnc1)/c1cn(-c2cccs2)nc1-c1ccccc1	-10%	89%	-3%	18%	3%	14%	?	8%	7.6µM*	8%	?
CCN(CC)C(=S)SCC(=O)c1ccc(Br)cc1	0%	13µM*	4%	?	-6%	?	?	?	19µM*	?	14%
CON(C)S(=O)(=O)c1cccc(C(=O)Nc2ccc(S(=O)(=O)NC3=NCCCCC3)cc2)c1	-4%	-27%	·	·	·	-4%	-7%	-5%	-5%	-12%	·
Cc1cc(Nc2cccc(Cl)c2C)n2ncnc2n1	-9%	-6%	-1%	19%	4%	-2%	6%	-6%	6%	3%	-20%
Cc1c(O)ccc(/C(Cc2ccc3ccccc3n2)=N\O)c1O	-4%	-79%	?	-6%	8%	5%	11%	5%	-1%	12%	?
COc1ccc(CC(NC(C)=O)C(=O)NC2CCN(c3nc(C)cc(C)c3C#N)CC2)cc1 (stereo not drawn)	13%	-33%	3%	-8%	-1%	-7%	-2%	7%	-2%	-1%	9%
CC1CCC2C(C1)OS(=O)(=O)NC2(C)C (stereo not drawn)	·	·	-4%	-2%	0%	-3%	-1%	-2%	0%	8%	-13%
Cc1ccc(NC(=O)Cn2c(=O)cnc3ccccc32)cc1S(=O)(=O)N(C)C	0%	-41%	0%	18%	-9%	1%	-2%	5%	-3%	1%	-8%
CC1(c2ccc([N+](=O)[O-])cc2)NC(=O)N(CC(=O)c2ccc3c(c2)OCO3)C1=O (stereo not drawn)	-1%	-1%	·	·	·	1%	-5%	3%	-9%	-6%	·
CNC(=O)C1CC(=O)N(c2ccc(OCC(=O)NCc3ccccc3)cc2)C1 (stereo not drawn)	11%	2%	?	0%	2%	6%	5%	9%	-4%	0%	-3%
Cc1ccccc1N(C(=O)Cn1nnc2ccccc21)C(C(=O)NCc1ccco1)c1ccncc1 (stereo not drawn)	-4%	-24%	6%	-6%	0%	7%	3%	-1%	0%	-10%	26%
CN1CCN(CP(=O)(N2CCOCC2)N2CCOCC2)CC1	-1%	-15%	1%	-3%	2%	2%	0%	-2%	3%	4%	2%
Cc1cc(C)cc(N(CC(=O)NCc2ccccc2)C(=O)CCC(=O)Nc2ccccn2)c1	-2%	-19%	1%	2%	2%	-4%	-1%	-3%	4%	-8%	-4%
(continued)
SMILES	uPA surface inh	BRCA1 expr up	Gal4-VP16 FLuc	MBNL1 CUG block	CXXC DNA block	NPC1 prom act	ELG1 genotoxic	Rab9 prom act	FLuc counter	p53 reactivation	RORgamma inh
CC(Oc1ccccc1)C(=O)Nc1nnc(S(=O)(=O)N2CCCCC2)s1 (stereo not drawn)	3%	6%	-9%	-5%	-2%	1%	-1%	-5%	1%	-3%	7%
Cc1cccc(-c2onc3ccc(C4(C)OCCO4)cc23)c1	9%	-2%	-11%	14%	-18%	3%	-4%	1%	-19%	9%	?
CCn1c(SCC(=O)Nc2ccccc2)nnc1C1CCCCC1	-18%	14%	2%	5%	-9%	-4%	-4%	-2%	1%	-9%	8%
O=C(O)c1cccc(Nc2ccc([N+](=O)[O-])cn2)c1	16%	30%	0%	?	-3%	1%	0%	7%	?	·	31%
C=CCNC(=O)c1ccc2c3n(nc2c1)-c1ccccc1CO3	1.4µM*	?	?	?	-8%	0.45µM*	?	?	0.67µM*	12%	?
C=CCNc1ccc(N2C(=O)C3CCC(C)CC3C2=O)cc1[N+](=O)[O-] (stereo not drawn)	·	·	-14%	·	-4%	-22%	-3%	9%	1%	-1%	10%
CCOC(=O)c1sc(NC(=O)CSc2nccc(C)n2)nc1C	6%	12%	-3%	0%	4%	-8%	2%	0%	-1%	5%	16%
O=C(COc1ccc2ccccc2c1)NCC1CCCO1 (stereo not drawn)	-2%	73%	1%	-7%	-2%	2%	8%	0%	-12%	11%	13%
COc1ccc(C(=O)N2CCN(C3CCCCC3)CC2)cc1OC	11%	0%	-9%	-4%	4%	-9%	1%	-5%	1%	·	-38%
Cc1cccc(Nc2nnc(SCC(=O)c3c(N)n(C4CC4)c(=O)[nH]c3=O)s2)c1C	10%	3%	·	·	·	-6%	-7%	-5%	?	-5%	·
O=C(NC1(C(F)(F)F)Oc2ccccc2O1)N1CCCC1	-9%	-46%	-10%	-18%	6%	-9%	0%	-8%	6%	17%	-45%
COc1ccc(C)cc1NC(=O)CCNS(=O)(=O)c1ccc2c(c1)CC(C)N2C(C)=O (stereo not drawn)	18%	-2%	2%	1%	13%	1%	-1%	-5%	5%	-9%	9%
CC1CCc2sc(C(=O)OC(C)C(=O)Nc3ncc(Cl)cc3Cl)cc2C1 (stereo not drawn)	·	·	-10%	-13%	?	2%	4%	0%	-3%	-15%	7%
Cc1ccc(S(=O)(=O)N2CCN(C(=O)C3CCCO3)CC2)cc1C (stereo not drawn)	-3%	-5%	2%	0%	?	0%	-5%	3%	1%	-4%	23%
CCOC(=O)/C=c1\s/c(=C(\C#N)C(=O)OCC)n(-c2ccccc2)c1=O	1%	0%	8%	28%	7%	2%	2%	-11%	8%	22%	-11%
CC(=O)Nc1ccc(S(=O)(=O)N(C)CC(=O)N/N=C/c2ccncc2)cc1	-1%	3%	-7%	?	0%	-1%	0%	-1%	-2%	6%	1%
CCCc1[nH]n(-c2ccc([N+](=O)[O-])cc2)c(=O)c1C=NCCc1c[nH]c2ccccc12	4%	-88%	-1%	0%	19%	-4%	-26%	-7%	1%	12%	-29%
Cc1cc(S(=O)(=O)N2CCCOC2CNC(=O)C(=O)NCc2ccco2)ccc1F (stereo not drawn)	-7%	-16%	6%	·	-4%	-5%	-15%	9%	1%	-3%	3%
O=C(c1ccccc1)c1ccc(-n2cnnc2)c([N+](=O)[O-])c1	-3%	7%	-4%	?	10%	0%	-4%	-3%	0%	-1%	20%
Cc1ccc(NC(=O)c2cnc(SCC(=O)NCC3CCCO3)n(C)c2=O)cc1C (stereo not drawn)	-6%	-63%	·	·	·	?	21µM*	?	4.8µM*	20%	·
Cc1ccc(S(=O)(=O)N2CCOCC2)cc1C(=O)Nc1ccc(N2CCCCCC2)cc1	0%	-44%	·	·	·	-4%	-1%	-11%	?	12%	·
CCc1nc2cc3sc(CC)nc3cc2s1	-6%	44%	16%	-1%	-3%	3.5µM*	9.2µM*	2µM*	8.5µM*	21%	-10%
Cc1oc(-c2ccccc2Cl)nc1CN1CCCN(C(=O)c2ccco2)CC1	6%	-7%	-8%	-21%	-3%	-2%	-2%	-5%	1%	-2%	-8%

The list is partial; the hit share may differ from the screen's.
